CatL block: blocks human cathepsin L protease activity; hit rate 0.17% among 58,000; inhibition, %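 (tested at 10 µM)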; AID 460; P07711; purified cathepsin L, fluorogenic substrate, fluorescence; in the data active = inhibition above about 45%;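 note: 0% = enzyme with no compound and 100% = no enzyme blank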
FXIa mix inh: factor XIa (human) inhibition, mixture screen; purified FXIa, fluorogenic substrate, pooled mixtures; inhibition, % at 5 µM; hit rate 0.19% among 62,000; P03951; AID 680;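 note: each value is inhibition by a whole ten-compound pool holding the compound; 0% = enzyme with no mixture and 100% = wells lacking enzyme; strong numbers were not always called active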
MKP-1 inh: human dual specificity phosphatase 1 inhibition; recombinant MKP-1, OMFP hydrolysis fluorescence; hit rate 0.15% among 65,000; P28562; inhibition, %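 (compounds tested at a single concentration somewhere between 10 and 100 µM)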;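 active = inhibition above about 50%, limit read from the data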;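 note: 0% = DMSO max control wells and 100% = wells with enzyme stopped by NaOH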
Hsp90 inh: displaces geldanamycin probe from tumor Hsp90 | P07900 | NCI-N417 lysate Hsp90, Cy3B-geldanamycin FP displacement | inhibition, % at 30 µM | hit rate 0.35% among 64,000 | AID 429;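 active = inhibition above 50%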;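 note: 0% = tracer plus lysate wells and 100% = tracer alone without lysate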
5HT1a ag: agonists of human 5-HT1a serotonin receptor. activation, % at 10 µM. P08908. hit rate 0.56% among 65,000. CHO 5-HT1a Ga15 NFAT-bla reporter, FRET ratio; 0% basal, 100% maximal reference agonist;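 active = activation above the screen-wide mean activation plus 3 SD, cut at about 19% in these data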;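 note: 0% = DMSO wells and 100% = 5-CT at EC100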
Target sequence (P08908 whole entry, looked up): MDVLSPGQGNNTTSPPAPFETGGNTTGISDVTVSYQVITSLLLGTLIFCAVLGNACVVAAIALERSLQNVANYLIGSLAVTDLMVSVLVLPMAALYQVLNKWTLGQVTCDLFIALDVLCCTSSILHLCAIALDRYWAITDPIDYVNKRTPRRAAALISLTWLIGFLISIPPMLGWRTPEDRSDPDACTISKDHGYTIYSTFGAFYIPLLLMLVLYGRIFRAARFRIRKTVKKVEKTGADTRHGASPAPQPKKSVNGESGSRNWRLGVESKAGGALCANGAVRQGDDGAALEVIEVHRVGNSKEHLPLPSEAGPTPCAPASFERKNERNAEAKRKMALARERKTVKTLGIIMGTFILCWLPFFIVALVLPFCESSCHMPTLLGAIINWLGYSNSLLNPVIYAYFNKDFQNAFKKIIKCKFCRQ
Cdc25B block: human M-phase inducer phosphatase 2 inhibition | P30305 | recombinant Cdc25B, OMFP fluorescence Ex485/Em525 | inhibition, %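 (compounds tested at 10 µM final in the well)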 | hit rate 0.1% among 65,000 | AID 368; in the data active = inhibition above about 50%
C1s inh: blocks human complement C1s protease activity. purified C1s, fluorogenic AMC substrate, pooled mixtures. P09871. mean inhibition % of two 10-compound mixtures (stronger effect = higher value), % at 5 µM (by protocol). hit rate 0.16% among 62,000;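 active = inhibition above 20% in each of the two 10-compound mixture wells holding the compound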;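 note: 0% = enzyme wells lacking compound mixture and 100% = no-enzyme blank wells; some compounds called inactive have numbers as strong as hits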
FXIIa mix inh: blocks human factor XIIa in pooled compound mixtures. inhibition, % at 5 µM. hit rate 0.2% among 62,000. P00748. purified FXIIa, fluorogenic substrate. AID 684;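 note: 0% = enzyme without compound and 100% = no enzyme blank; some results filed as inactive read as strong as hits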
Target sequence (P00748 20-372 limits assumed): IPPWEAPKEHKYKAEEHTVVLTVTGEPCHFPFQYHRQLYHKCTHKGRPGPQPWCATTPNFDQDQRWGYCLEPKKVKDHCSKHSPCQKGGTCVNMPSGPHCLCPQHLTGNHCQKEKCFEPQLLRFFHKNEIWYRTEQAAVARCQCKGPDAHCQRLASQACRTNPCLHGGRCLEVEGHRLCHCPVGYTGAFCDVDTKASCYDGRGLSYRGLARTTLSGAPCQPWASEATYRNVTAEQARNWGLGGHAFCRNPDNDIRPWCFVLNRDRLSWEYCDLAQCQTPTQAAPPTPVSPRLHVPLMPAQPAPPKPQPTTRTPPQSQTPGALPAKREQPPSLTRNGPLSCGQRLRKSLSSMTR
Target sequence (P00748 373-615 limits assumed): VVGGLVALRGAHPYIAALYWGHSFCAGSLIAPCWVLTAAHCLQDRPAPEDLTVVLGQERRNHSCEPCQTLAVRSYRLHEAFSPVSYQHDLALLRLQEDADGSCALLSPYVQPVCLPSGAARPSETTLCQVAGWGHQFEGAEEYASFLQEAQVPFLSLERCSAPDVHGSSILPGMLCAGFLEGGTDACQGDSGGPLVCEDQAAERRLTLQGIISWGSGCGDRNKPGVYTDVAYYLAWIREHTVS
Cathepsin G inh: inhibitors of human cathepsin G. P08311. purified enzyme, AMC-tetrapeptide fluorescence, pooled mixtures. hit rate 0.2% among 62,000. inhibition, % at 5 µM (by protocol);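 active = inhibition above 20% in each of the two mixture wells holding the compound; inactive = inhibition of 20% or less in either well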;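 note: 0% = enzyme control without mixture and 100% = blank lacking enzyme; strong numbers were not always called active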
The depositor's hits bear a star. Cut-off read from the data, not from the text of the source, unless noted: active = inhibition above about 20% (passing the limit was not always enough); inactive = the rest.

CC(=O)NC(CCS(C)(=O)=O)C(=O)Nc1ccc2c(c1)OCO2 (configuration not stated) was read as FXIa mix inh -2, MKP-1 inh 17, Hsp90 inh 10, 5HT1a ag 0.4, Cdc25B block -2, C1s inh 2, FXIIa mix inh -18 and Cathepsin G inh 10.
`CCC(C)(C)NC(=O)C(c1cccc(OC)c1)N(C(=O)c1ccn[nH]1)c1cccc(OC)c1` (configuration not stated) gave CatL block 26, FXIa mix inh 3, MKP-1 inh -25, Hsp90 inh 2, 5HT1a ag -1.5, Cdc25B block 2, C1s inh 11, FXIIa mix inh 7 and Cathepsin G inh 7.
For CCCCN(CCCC)CCCNC(=O)CC1Oc2ccc(C)cc2NC1=O (configuration not stated) the results were CatL block -2, FXIa mix inh 9, MKP-1 inh -11, Hsp90 inh -1, 5HT1a ag -3.2, Cdc25B block -18, C1s inh 1, FXIIa mix inh 7 and Cathepsin G inh 2.
Screening Cc1ccc(N2C(=O)C3C(C2=O)C(C(=O)c2ccc(Cl)cc2)N2CCCC32)cc1 (configuration not stated) returned CatL block 3, FXIa mix inh 5, MKP-1 inh -14, Hsp90 inh -14, 5HT1a ag 2.1, Cdc25B block -4, C1s inh 2, FXIIa mix inh -3 and Cathepsin G inh -1.
`COc1ccc(-c2noc(-c3cccc(OC)c3OC)n2)cc1OC` gave FXIa mix inh -21, MKP-1 inh 3, Hsp90 inh 2, 5HT1a ag -0.5, Cdc25B block -12, C1s inh -189, FXIIa mix inh -7 and Cathepsin G inh -15.
For O=C(CCCC(=O)Nc1cccnc1)Nc1cccnc1 the results were CatL block -7, FXIa mix inh 0, MKP-1 inh -3, Hsp90 inh -5, 5HT1a ag 0.0, Cdc25B block -4, C1s inh -12, FXIIa mix inh 4 and Cathepsin G inh -4.
O=C1C2C3C=CC(C3)C2C(=O)N1c1n[nH]c(-c2cccnc2)n1 (configuration not stated) was read as CatL block -5, FXIa mix inh 1, MKP-1 inh 9, Hsp90 inh -4, 5HT1a ag -0.1, Cdc25B block -9, C1s inh 2, FXIIa mix inh 11 and Cathepsin G inh 2.
COc1ccc(-c2nc3n(n2)C(=O)CC(c2ccco2)S3)cc1 (configuration not stated) was read as CatL block 4, MKP-1 inh 13, Hsp90 inh -5, 5HT1a ag -2.8 and Cdc25B block -6.
`O=C(O)CCC(=O)Nc1ccc(N2CCOCC2)cc1` gave CatL block -3, FXIa mix inh -1, MKP-1 inh 0, Hsp90 inh 8, 5HT1a ag -4.2, Cdc25B block -6, C1s inh -6, FXIIa mix inh 1 and Cathepsin G inh 5.
Screening O=c1ccc(Oc2nc(N3CCCCC3)nc(N3CCCCC3)n2)n[nH]1 returned CatL block 7, FXIa mix inh 2, MKP-1 inh 29, Hsp90 inh -5, 5HT1a ag 2.1, Cdc25B block 0, C1s inh 4, FXIIa mix inh -28 and Cathepsin G inh 3.
Cc1occc1-c1nnc(SCC(=O)c2c[nH]c3ccccc23)n1C was read as CatL block -5, FXIa mix inh 1, MKP-1 inh 2, 5HT1a ag 0.6, Cdc25B block -13, C1s inh 5, FXIIa mix inh 3 and Cathepsin G inh 10.
For CC1=C(C(N)=O)C(c2ccco2)C(C(N)=O)=C(C)N1 the results were CatL block 23, FXIa mix inh 16, MKP-1 inh 11, Hsp90 inh 1, 5HT1a ag -1.2, Cdc25B block -11, C1s inh 9, FXIIa mix inh 8 and Cathepsin G inh 36.
N#Cc1nc(COc2ccc(Cl)cc2)oc1NCc1ccc2c(c1)OCO2 was read as CatL block 19, FXIa mix inh 11, MKP-1 inh 7, Hsp90 inh -5, 5HT1a ag -0.8, Cdc25B block 3, C1s inh -24, FXIIa mix inh 1 and Cathepsin G inh -4.
`CCn1c(COc2cccc3ccccc23)nnc1SCC(N)=O` gave CatL block 8, FXIa mix inh 3, MKP-1 inh 2, Hsp90 inh -4, 5HT1a ag 0.4, Cdc25B block -9, C1s inh -5, FXIIa mix inh 12 and Cathepsin G inh -1.
For CC(=O)NC(Cc1c[nH]c2ccccc12)C(=O)OCC(=O)Nc1cc(C)on1 (configuration not stated) the results were CatL block 6, FXIa mix inh 7, MKP-1 inh -3, Hsp90 inh -2, 5HT1a ag -1.2, Cdc25B block -5, C1s inh -1, FXIIa mix inh 4 and Cathepsin G inh -11.
CC(C)CN(C(=O)COC(=O)Cn1cnc2ccccc2c1=O)C1CCS(=O)(=O)C1 (configuration not stated) was read as CatL block 2, FXIa mix inh 2, MKP-1 inh 21, Hsp90 inh -6, 5HT1a ag -2.0, Cdc25B block 4, C1s inh 11, FXIIa mix inh -7 and Cathepsin G inh 10.
Clc1ccc(Cl)c(-c2ccc(/C=N/c3ncn[nH]3)o2)c1 was read as CatL block 0, FXIa mix inh 12, MKP-1 inh -7, Hsp90 inh -1, 5HT1a ag 4.1, Cdc25B block -24, C1s inh -20, FXIIa mix inh 7 and Cathepsin G inh 10.
`COc1cccc(C2N(c3cccc(Cl)c3)C(=O)C3CCCN32)c1` (configuration not stated) gave CatL block -4, FXIa mix inh 9, MKP-1 inh -5, Hsp90 inh -3, 5HT1a ag -0.8, Cdc25B block -14, C1s inh -5, FXIIa mix inh -4 and Cathepsin G inh 2.
For CC(=O)N1CCN(c2ccc(NCc3cccs3)cc2)CC1 the results were CatL block -4, FXIa mix inh -21, MKP-1 inh 2, Hsp90 inh 35, 5HT1a ag -2.6, Cdc25B block -6, C1s inh -78, FXIIa mix inh 2 and Cathepsin G inh -15.
Screening Cn1c(=O)c2c(nc(CN3CCC(Cc4ccccc4)CC3)n2CCN2CCOCC2)n(C)c1=O returned CatL block 5, FXIa mix inh 7, MKP-1 inh 33, Hsp90 inh -6, 5HT1a ag -3.2, Cdc25B block -16, C1s inh 9, FXIIa mix inh 9 and Cathepsin G inh 9.

Already shown: five of the compounds above.
CC(=O)NC(CCS(C)(=O)=O)C(=O)Nc1ccc2c(c1)OCO2 (configuration not stated) was read as FXIa mix inh -2, MKP-1 inh 17, Hsp90 inh 10, 5HT1a ag 0.4, Cdc25B block -2, C1s inh 2, FXIIa mix inh -18 and Cathepsin G inh 10.
`CCC(C)(C)NC(=O)C(c1cccc(OC)c1)N(C(=O)c1ccn[nH]1)c1cccc(OC)c1` (configuration not stated) gave CatL block 26, FXIa mix inh 3, MKP-1 inh -25, Hsp90 inh 2, 5HT1a ag -1.5, Cdc25B block 2, C1s inh 11, FXIIa mix inh 7 and Cathepsin G inh 7.
For CCCCN(CCCC)CCCNC(=O)CC1Oc2ccc(C)cc2NC1=O (configuration not stated) the results were CatL block -2, FXIa mix inh 9, MKP-1 inh -11, Hsp90 inh -1, 5HT1a ag -3.2, Cdc25B block -18, C1s inh 1, FXIIa mix inh 7 and Cathepsin G inh 2.
Screening Cc1ccc(N2C(=O)C3C(C2=O)C(C(=O)c2ccc(Cl)cc2)N2CCCC32)cc1 (configuration not stated) returned CatL block 3, FXIa mix inh 5, MKP-1 inh -14, Hsp90 inh -14, 5HT1a ag 2.1, Cdc25B block -4, C1s inh 2, FXIIa mix inh -3 and Cathepsin G inh -1.
`COc1ccc(-c2noc(-c3cccc(OC)c3OC)n2)cc1OC` gave FXIa mix inh -21, MKP-1 inh 3, Hsp90 inh 2, 5HT1a ag -0.5, Cdc25B block -12, C1s inh -189, FXIIa mix inh -7 and Cathepsin G inh -15.

Going on with the list.
For Cc1c(C(=O)NCc2cccnc2)oc2ccccc12 the results were CatL block 16, FXIa mix inh 3, MKP-1 inh 9, Hsp90 inh 3, 5HT1a ag -1.2, Cdc25B block 2, C1s inh -3, FXIIa mix inh -19 and Cathepsin G inh 0.
`O=C(O)CCCCCNS(=O)(=O)c1ccc(Cl)cc1` gave CatL block 8, FXIa mix inh 1, MKP-1 inh -7, Hsp90 inh 1, 5HT1a ag -2.5, Cdc25B block -1, C1s inh -21, FXIIa mix inh -6 and Cathepsin G inh -9.
`CCCC(=O)c1cc(F)c(N2CCOCC2)cc1C` gave CatL block -3, FXIa mix inh 12, MKP-1 inh 11, Hsp90 inh -2, 5HT1a ag -0.7, Cdc25B block 5, C1s inh 1, FXIIa mix inh 8 and Cathepsin G inh 2.
`CCOC(=O)Nc1sc2c(c1C#N)CCC(C)C2` (configuration not stated) gave CatL block 8, FXIa mix inh 9, MKP-1 inh 23, Hsp90 inh -5, 5HT1a ag -3.5, Cdc25B block -16, C1s inh -41, FXIIa mix inh 0 and Cathepsin G inh -7.
`CCOc1nc(S(=O)(=O)c2ccc(C)cc2)c(Cl)s1` gave CatL block 11, FXIa mix inh -4, MKP-1 inh -1, Hsp90 inh -3, 5HT1a ag 1.6, Cdc25B block -9, C1s inh -2, FXIIa mix inh 8 and Cathepsin G inh 8.
[O-][n+]1onc2c1CCc1c-2nn(-c2ccccc2Cl)[n+]1[O-] was read as CatL block -3, FXIa mix inh -2, MKP-1 inh -8, Hsp90 inh -2, 5HT1a ag -4.8, Cdc25B block -16, C1s inh 0, FXIIa mix inh 7 and Cathepsin G inh 1.
For CC(=O)N1CCCc2cc(S(=O)(=O)NC(C(=O)NCc3ccc(C)cc3)C(C)C)ccc21 (configuration not stated) the results were CatL block -1, FXIa mix inh 3, MKP-1 inh 12, Hsp90 inh -3, 5HT1a ag -3.1, Cdc25B block 5, C1s inh 11, FXIIa mix inh -1 and Cathepsin G inh 10.
Screening COc1cc(S(=O)(=O)NC2CCCCC2)ccc1Cl returned CatL block 3, FXIa mix inh 2, MKP-1 inh -4, Hsp90 inh 3, 5HT1a ag 0.2, Cdc25B block -6, C1s inh 14, FXIIa mix inh -10 and Cathepsin G inh -2.
For CCn1c(C)nc2c(=O)oc3ccccc3c21 the results were FXIa mix inh -22, MKP-1 inh 7, Hsp90 inh 1, 5HT1a ag -0.6, Cdc25B block -12, C1s inh -52, FXIIa mix inh 9 and Cathepsin G inh -12.
Screening COc1cc2c(C(=O)NCCCN3CC(C)CC(C)C3)cn(CC(C)C)c(=O)c2cc1OC (configuration not stated) returned FXIa mix inh 13, MKP-1 inh 9, 5HT1a ag 0.0, Cdc25B block -25, C1s inh -21, FXIIa mix inh -4 and Cathepsin G inh 27.
Screening CCc1nnc(NC(=O)c2cnccn2)s1 returned CatL block 38, FXIa mix inh 21*, MKP-1 inh -11, Hsp90 inh -11, 5HT1a ag 1.7, Cdc25B block 2, C1s inh 11, FXIIa mix inh 2 and Cathepsin G inh 7.
Screening CCN(CC)CCNC(=O)Cn1nc(-c2ccccc2)c2ccccc2c1=O returned CatL block 5, FXIa mix inh 0, MKP-1 inh 1, Hsp90 inh -2, 5HT1a ag -1.6, Cdc25B block -9, C1s inh 8, FXIIa mix inh 10 and Cathepsin G inh 10.
`Cc1noc(C)c1COc1cccc(C(=O)OCCOc2ccc(F)cc2)c1` gave CatL block 18, FXIa mix inh 3, MKP-1 inh 22, Hsp90 inh -4, 5HT1a ag 2.2, Cdc25B block -33, C1s inh 16, FXIIa mix inh 1 and Cathepsin G inh 9.
O=C(Nc1cccc2cccnc12)c1ccc(Br)o1 was read as CatL block 6, FXIa mix inh 15, MKP-1 inh 19, Hsp90 inh -1, 5HT1a ag -1.8, Cdc25B block -2, C1s inh -6, FXIIa mix inh 1 and Cathepsin G inh 27.
Screening CC(=O)Nc1nc(CCC(C)C)cc2c1c(=O)oc1ccccc12 returned CatL block 7, FXIa mix inh 23, MKP-1 inh 24, Hsp90 inh -9, 5HT1a ag -0.3, Cdc25B block 1, C1s inh -3, FXIIa mix inh 6 and Cathepsin G inh 35.
`Cc1cccc(NC(=O)CCN2CCOCC2)c1` gave CatL block 5, FXIa mix inh 7, MKP-1 inh 9, Hsp90 inh -2, 5HT1a ag -0.8, Cdc25B block -9, C1s inh 22, FXIIa mix inh 4 and Cathepsin G inh 10.
For N#Cc1c(N)n[nH]c1-c1cc2c([nH]1)CCCC2 the results were CatL block -2, FXIa mix inh 8, MKP-1 inh 21, Hsp90 inh 1, 5HT1a ag -1.1, Cdc25B block -2, C1s inh 14, FXIIa mix inh -1 and Cathepsin G inh 9.

Assay outcomes as filed in PubChem BioAssay.
